# Tau FP inhib: qHTS for Inhibitors of Tau Fibril Formation, Fluorescence Polarization; Potency, µM (titrated, usually from 57.7 µM), without a hit: at the highest dose activity, negative = inhibition, most hits filed as inhibitors; Microtubule-associated protein tau (Homo sapiens), P10636; K18 P301L tau heparin fibrillization, Alexa594 FP, 6 h; actives 0.39% (n = 280,000); also: % is scaled to controls: 0 for no effect and ±100 for the full control effect; nearly all actives have a fitted effect of over 55% in size
# Target sequence (P10636 561-689 P618L limits assumed): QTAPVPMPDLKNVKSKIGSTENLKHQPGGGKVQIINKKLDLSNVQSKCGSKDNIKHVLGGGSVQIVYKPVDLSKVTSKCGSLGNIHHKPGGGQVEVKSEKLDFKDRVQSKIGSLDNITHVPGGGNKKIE
#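 K18 P301L tau (15 uM unlabeled/0.24 uM Alexa 594-labeled, final) + compound + heparin 20 uM final; 100 mM NaOAc pH 7; 6 hr 37 C; ThT 30 uM final added, 1 hr RT; FP ex 555/em 632 nm.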
# GAA inhib: qHTS Assay for Inhibitors of Human alpha-Glucosidase as a Potential Chaperone Treatment of Pompe Disease. Lysosomal alpha-glucosidase (Homo sapiens), P10253. purified human GAA, 4-MU-alpha-glucoside fluorescence. Potency, µM (highest dose often 76.9 µM), for the others: top-dose activity change, negative = inhibition, most hits filed as inhibitors. actives 0.005% (n = 200,000);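 also: plate controls were uninhibited enzyme wells for no effect and no-enzyme background for full effect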
#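 Human enzyme at 4 nM with 400 uM 4-methylumbelliferyl-alpha-D-pyranoside, citrate/phosphate buffer pH 5.0, 0.005% Tween-20, 20 min at room temperature. Compounds up to 77 uM. 4-MU fluorescence (Ex 365/Em 440) read after NaOH/glycine stop; AC50 from Hill fit.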
# Tau fluor cs: Counterscreen qHTS for Inhibitors of Tau Fibril Formation, Fluorescence Polarization | AID 1463, 2008 | actives 0.93% (n = 280,000) | tau K18 P301L Alexa594 fluorescence, heparin fibrillization | Potency, µM (top dose mostly 57.7 µM), inactives show at the highest dose activity change, negative = decrease; also: % is scaled to controls: 0 for no effect and ±100 for the full control effect; nearly all actives have a fitted effect of over 55% in size
#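 Human K18 P301L tau (15 uM unlabeled plus 0.24 uM Alexa 594-labeled, final) in 100 mM sodium acetate pH 7 was mixed with compound and 20 uM heparin and incubated 6 hr at 37 C.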
# HTT ATP protect: qHTS Multiplex Assay to Identify Dual Action Probes in a Cell Model of Huntington: Cytoprotection (ATP); actives 0.14% (n = 230,000); PC12 HTT-Q103 induced, cytoprotection, ATP luminescence, 40 h; Potency, µM (doses to about 56.4 µM), inactives show cytoprotection (ATP increase), hits mostly activators;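 also: % of control where 0% means no effect; nearly all actives have a fitted effect of over 45% in size; toxic huntingtin expression switched on by the ecdysone agonist tebufenozide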
#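 Rat PC12, Q103 Htt exon1-GFP fusion, ecdysone promoter; tebufenozide inducer 100 nM final; compound titration; qHTS, 1500 cells/well; ATPlite luminescent read.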
# GAA glycogen mod: qHTS Assay for Inhibitors and Activators of Human alpha-Glucosidase Cleavage of Glycogen; Potency, µM (doses to about 76.4 µM), for inactives: at the highest dose activity change, negative = inhibition, most hits filed as inhibitors; recombinant GAA, glycogen substrate, Amplex Red glucose oxidase fluorescence; Lysosomal alpha-glucosidase (Homo sapiens), P10253; AID 2100, 2009; actives 0.38% (n = 300,000);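 also: 0% = full enzyme reaction and -100% = no-enzyme basal signal; the screen sought inhibitors and activators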
#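 Natural-substrate format: glycogen cleavage by 4 nM human enzyme, glucose read by Amplex Red coupling (Ex 573, Em 610 nm). Normalized to enzyme and no-enzyme controls.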
# aGal spleen mod: qHTS Assay for Inhibitors and Activators of Human alpha-Galactosidase From Spleen Homogenate. Alpha-galactosidase A (Homo sapiens), P06280. human spleen homogenate, 4MU-alpha-Gal fluorescence, 40 min. Potency, µM (highest dose often 80 µM), without a hit: at the highest dose activity change, negative = inhibition, actives largely listed as inhibitors. actives 0.008% (n = 240,000);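 also: 0% = enzyme with vehicle and -100% = no enzyme basal signal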
# Target sequence (P06280 32-429 limits assumed): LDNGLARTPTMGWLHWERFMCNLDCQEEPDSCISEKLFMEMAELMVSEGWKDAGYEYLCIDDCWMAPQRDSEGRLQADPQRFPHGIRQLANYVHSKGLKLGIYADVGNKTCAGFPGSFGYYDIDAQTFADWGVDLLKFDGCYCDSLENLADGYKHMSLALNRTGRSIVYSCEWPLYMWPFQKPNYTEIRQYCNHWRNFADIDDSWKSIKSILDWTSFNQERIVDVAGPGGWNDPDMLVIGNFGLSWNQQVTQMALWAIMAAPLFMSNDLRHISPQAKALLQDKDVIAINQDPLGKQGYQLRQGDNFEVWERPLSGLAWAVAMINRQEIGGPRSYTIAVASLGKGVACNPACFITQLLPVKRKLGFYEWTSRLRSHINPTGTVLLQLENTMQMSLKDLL
#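 qHTS titration in buffer at pH 5.0. Alpha-galactosidase activity in spleen homogenate was measured via 4-methylumbelliferone release from 1 mM fluorogenic substrate after 40 min at 37C and a pH 10 stop. AC50 came from Hill fits of control-normalized data.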
# Tau ThT inhib: qHTS for Inhibitors of Tau Fibril Formation, Thioflavin T Binding | Microtubule-associated protein tau (Homo sapiens), P10636 | recombinant tau K18 P301L (four-repeat tau fragment), heparin-induced fibrillization, ThT fluorescence | Potency, µM (series often up to 57.4 µM), inactives show top-dose activity, negative = inhibition, usual class: inhibitors | actives 2.1% (n = 270,000); also: % is scaled to controls: 0 for no effect and ±100 for the full control effect; nearly all actives have a fitted effect of over 55% in size
#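 K18 P301L tau (15 uM + 0.24 uM Alexa 594-tagged), heparin 20 uM, NaOAc pH 7, 6 h 37 C; ThT 30 uM, 1 h RT, ex 450/em 510 nm.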
# aGlu spleen mod: qHTS Assay for Inhibitors and Activators of Human alpha-Glucosidase From Spleen Homogenate. AID 2112, 2009. human spleen homogenate, 4-MU-alpha-glucoside fluorescence. Lysosomal alpha-glucosidase (Homo sapiens), P10253. Potency, µM (top dose mostly 79.9 µM), for the others: at the highest dose activity change, negative = inhibition, hits mostly inhibitors. actives 0.006% (n = 240,000);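 also: 0% = enzyme with vehicle and -100% = no enzyme basal signal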
#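 Compounds were titrated against alpha-glucosidase in spleen homogenate at pH 5.0, with 1 mM 4-methylumbelliferyl substrate for 40 min at 37 C. Reactions were quenched with pH 10 NaOH/glycine and fluorescence measured.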
# * marks the source's active call; other numbers are inactive results; u = inconclusive; x = no result given; [ ] = dose if it differs, or a comment. Calls follow the shape of the dose curve; as a rule, active = well fitted curve in the direction sought with a large enough effect; inconclusive = small, poorly fitted or top-dose-only effect, or another doubt; inactive = no such curve, though single readings can be large; an effect the other way counts as inactive or inconclusive. Potency is read from the fitted curve at half-maximal effect.
SMILES,Tau FP inhib,GAA inhib,Tau fluor cs,HTT ATP protect,GAA glycogen mod,aGal spleen mod,Tau ThT inhib,aGlu spleen mod
CCC(C)Nc1c2c(nc3c(-c4ccccc4)c(C)nn13)CCC2 (stereo not drawn),0%,8%,-27%,4%,2%,4%,u,-5%
COC(=O)c1onc(-c2c(C)cc(C)cc2C)c1C(=O)OC,5%,4%,-6%,-20%,4%,4%,-14%,1%
O=C1N=C2N(CCN3CCCCC3)c3ccccc3N2/C1=C\c1ccc([N+](=O)[O-])o1,u,-4%,-7%,-49%[inhibitor][10 µM],22%,1%,u,6%
CC(C)n1nnnc1SCC(=O)N1CCOCC1,6%,-3%,8%,1%,6%,-3%,3%,-8%
C[C@@H](O)C1NC(=O)[C@H](CCCCN)NC(=O)c2cc([N+](=O)[O-])cc(I)c2NCCC[C@@H](C(N)=O)NC1=O (stereo partly drawn),-8%,-4%,-12%,x,5%,1%,u,-6%
CC1CCN(Cc2c(O)ccc3c(=O)c(Oc4ccccc4Cl)c(C(F)(F)F)oc23)CC1,-13%,x,-19%,x,-8%[76.3 µM],x,-9%,x
Cc1cc(Nc2cccc(C(F)(F)F)c2)nc2ccc(NC(=O)c3cncc(Br)c3)cc12,-8%,x,5µM*[quencher],x,-4%[76.3 µM],x,u,x
O=C(COC(=O)c1ccccc1)Nc1cc(Cl)ccc1Oc1ccccc1,-4%,-11%,-17%,43%[10 µM],-9%,-2%,-5%,4%
CCOC(=O)C1=C(C)NC2=C(C(=O)C(C(=O)OCC)C(c3cccc(OC)c3)C2)C1c1ccccn1 (stereo not drawn),4%,13%,-24%,-18%,-12%,8%,u,-2%
COc1ccccc1CNC(=O)C(NC(=O)c1ccccc1C)C(C)C (stereo not drawn),-5%,-4%,-2%,x,-2%,3%,4%,6%
COC(CNC(=O)c1cccc2c1C(=O)N(Cc1cccnc1)C2)OC,-6%,-5%,-10%,-4%[10 µM],10%,-11%,-3%,-6%
CC(=O)Nc1ccc2nc(SCC(=O)NCCOc3ccccc3)sc2c1,-11%,u,-11%,-60%[inhibitor],5%,-2%,-18%,-2%
Cc1ccc2oc(C(=O)Nc3cccc(Cl)c3)cc(=O)c2c1,-11%,x,-10%,x,-3%[76.3 µM],x,-11%,x
CCN(CCNCC(O)COCc1ccc(Cl)cc1)c1cccc(C)c1 (stereo not drawn),-2%,-3%,-19%,-46%[inhibitor],-11%,1%,-15%,-1%
Cc1ccccc1N/C(=N/S(=O)(=O)c1ccccc1)c1ccc(F)cc1,-2%,x,-5%,12%[10 µM],-8%,-7%,-1%,3%
O=C(c1ccccc1)c1cncc(Br)c1,1%,2%,0%,3%[10 µM],4%,2%,-9%,-3%
CCc1c(C)nc2ccc(Br)cc2c1Cl,-3%,7%,-6%,-13%,-3%,9%,3%,-5%
O=C(CN1C(=O)NC2(CCCCCCC2)C1=O)N1CCOCC1,2%,-3%,1%,-27%[10 µM],13%,-16%,-8%,-5%
CCN(CC)CCNC(=O)C1CCN(c2cc(C)nc3c(-c4ccc(Cl)cc4)c(C)nn23)CC1,10%,x,u,x,-1%[76.3 µM],x,u,x
O=C(NCc1ccco1)/C(=C\c1ccco1)NC(=O)c1cccs1,-15%,7%,-20%,5%[10 µM],-10%,6%,u,-14%

# Given with two lines to a compound: part of the list above
# The line under a structure holds: Tau FP inhib, GAA inhib, Tau fluor cs, HTT ATP protect, GAA glycogen mod, aGal spleen mod, Tau ThT inhib, aGlu spleen mod
- O=C(COC(=O)c1ccccc1)Nc1cc(Cl)ccc1Oc1ccccc1
 : -4%, -11%, -17%, 43%[10 µM], -9%, -2%, -5%, 4%
- CCOC(=O)C1=C(C)NC2=C(C(=O)C(C(=O)OCC)C(c3cccc(OC)c3)C2)C1c1ccccn1 (stereo not drawn)
 : 4%, 13%, -24%, -18%, -12%, 8%, u, -2%
- COc1ccccc1CNC(=O)C(NC(=O)c1ccccc1C)C(C)C (stereo not drawn)
 : -5%, -4%, -2%, x, -2%, 3%, 4%, 6%
- COC(CNC(=O)c1cccc2c1C(=O)N(Cc1cccnc1)C2)OC
 : -6%, -5%, -10%, -4%[10 µM], 10%, -11%, -3%, -6%
- CC(=O)Nc1ccc2nc(SCC(=O)NCCOc3ccccc3)sc2c1
 : -11%, u, -11%, -60%[inhibitor], 5%, -2%, -18%, -2%
- Cc1ccc2oc(C(=O)Nc3cccc(Cl)c3)cc(=O)c2c1
 : -11%, x, -10%, x, -3%[76.3 µM], x, -11%, x

# Going on with the list.
SMILES,Tau FP inhib,GAA inhib,Tau fluor cs,HTT ATP protect,GAA glycogen mod,aGal spleen mod,Tau ThT inhib,aGlu spleen mod
Cc1nc(N)nc(N)c1/C=C/C(C)(C)c1ccc(Cl)cc1,8%,-1%,-15%,-52%[inhibitor][10 µM],-2%,-3%,-10%,-6%
CC(=O)Nc1nc(SCc2cccc3ccccc23)n[nH]1,-9%,0%,2%,6%[10 µM],5%,4%,-2%,2%
COc1ccc(OC)c(-n2c(-c3cnccn3)n[nH]c2=S)c1,-2%,1%,-10%,2%[10 µM],21%,4%,-4%,0%
CC1=NOC2(C1)N(C)c1ccccc1C2(C)C (stereo not drawn),-3%,8%,7%,2%[10 µM],5%,-3%,9%,2%
Cc1ccc2cc(CN(CCCO)S(=O)(=O)c3cccc4nsnc34)c(=O)[nH]c2c1,-4%,-2%,10%,16%[10 µM],-14%,9%,19%,1%
c1ccc(C2=Nn3c(Cn4nnc5ccccc54)nnc3SC2)cc1,-8%,x,-10%,35%[10 µM],5%,-8%,-4%,-4%
Cc1cccc(-n2ccnc2SCC(=O)Nc2cc(C)on2)c1,1%,-2%,10%,7%[10 µM],6%,0%,7%,2%
Cc1csc(NC(=O)C2CCN(S(=O)(=O)c3ccc4c(c3)oc(=O)n4C)CC2)n1,3%,-15%,-12%,-10%,-24%,4%,-7%,3%
O=C1c2c(O)cc(O)cc2O[C@H](c2ccc(O)c(O)c2)[C@@H]1O,2%,-6%[15.4 µM],-26%,x,3.2µM*,-12%,u,-4%
Cc1cc(SCC(=O)N(C)C2CCS(=O)(=O)C2)nc2c(C)cccc12 (stereo not drawn),-5%,-6%,-5%,-19%[10 µM],1%,-5%,2%,8%
CCN1CCN(C(=O)CCN2C(=O)COc3ccc(C)cc32)CC1,5%,-4%,2%,-1%,8%,3%,-8%,-3%
Cc1c(NC(=O)CN2C(=O)NC(C)(c3ccccc3)C2=O)c(=O)n(-c2ccccc2)n1C (stereo not drawn),9%,-10%,0%,10%[10 µM],9%,-4%,0%,-4%
CCOC(=O)c1sc2nc(SCC#N)n(CCCN3CCCC3=O)c(=O)c2c1C,0%,u,-7%,6%[10 µM],-5%,-6%,-9%,-2%
COc1cccc(CN2CCN(Cc3ccc4c(c3)OCCO4)CC2CCO)c1 (stereo not drawn),-5%,9%,-9%,-4%[10 µM],-6%,u,-1%,-2%
Cc1cc(NC(=O)CSc2ccc(-c3ccc(F)cc3)nn2)no1,-2%,-3%,-8%,-29%,3%,11%,-5%,-18%
CN1C(=O)/C(=C/C=C2\SCCN2C)SC1=S,4%,-3%,-15%,-3%[10 µM],2%,0%,u,-3%
CC(=O)NC(Cc1ccccc1F)C(=O)NC1CCN(C(=O)c2cnccn2)CC1 (stereo not drawn),6%,1%,6%,-20%,6%,-17%,-2%,2%
O=C(O)CCCN1C(=O)/C(=C/c2cn(-c3ccccc3)nc2-c2cccs2)SC1=S,u,u,-4%,3%,-19%,4%,16µM*,0%
COc1ccc(CCNC(=O)CN(c2ccccc2)S(=O)(=O)N(C)C)cc1,-1%,x,-20%,x,-6%[76.3 µM],x,-13%,x
CC(C)Cn1c(-c2ccc(S(=O)(=O)N3CCCC3)cc2)csc1=Nc1ccccc1,5%,x,-30%,x,-3%[76.3 µM],x,-13%,x
COc1ccc(NS(=O)(=O)c2cc(NC(=O)c3ccc(C)o3)ccc2N2CCCCC2)cc1,-16%,-3%,u,26%[10 µM],-11%,-5%,-1%,-9%
O=C(Nc1ccc(S(=O)(=O)Nc2nccs2)cc1)c1cc(-c2ccccn2)nc2ccccc12,-7%,3%,u,-16%[1.9 µM],-14%,0%,-17%,4%
COC(=O)c1ccc(CSc2cc(C)c3cc(C)cc(C)c3n2)o1,-12%,5%,-7%,-11%[10 µM],-4%,u,u,u
CC(C)CCN1C(=O)c2ccc(C(=O)Nc3c[nH]c(=O)[nH]c3=O)cc2C1=O,-11%,3%,-11%,-5%,3%,6%,-5%,4%
